# Bioassay records deposited in PubChem BioAssay by several laboratories.
# TcdB inh – TcdB glycohydrolase inhibition. P18177. inhibition, % at 9.99 µM. TcdB glycohydrolase enzymatic assay, plate reader. 350,000 tested, 0.24% active; in the data active means inhibition above about 10%
# Anthrax LF inh2 – blocks Bacillus anthracis lethal factor protease. P15917. multiplex microsphere protease cleavage assay, LF. inhibition, % at 10 µM. 360,000 tested, 0.12% active. AID 588501; in the data active means inhibition above about 30%; inconclusive means no clear call, values can overlap the other calls; further: plate controls were buffer without enzyme for full effect and enzyme alone for no effect
# Target sequence (P15917 whole entry, looked up): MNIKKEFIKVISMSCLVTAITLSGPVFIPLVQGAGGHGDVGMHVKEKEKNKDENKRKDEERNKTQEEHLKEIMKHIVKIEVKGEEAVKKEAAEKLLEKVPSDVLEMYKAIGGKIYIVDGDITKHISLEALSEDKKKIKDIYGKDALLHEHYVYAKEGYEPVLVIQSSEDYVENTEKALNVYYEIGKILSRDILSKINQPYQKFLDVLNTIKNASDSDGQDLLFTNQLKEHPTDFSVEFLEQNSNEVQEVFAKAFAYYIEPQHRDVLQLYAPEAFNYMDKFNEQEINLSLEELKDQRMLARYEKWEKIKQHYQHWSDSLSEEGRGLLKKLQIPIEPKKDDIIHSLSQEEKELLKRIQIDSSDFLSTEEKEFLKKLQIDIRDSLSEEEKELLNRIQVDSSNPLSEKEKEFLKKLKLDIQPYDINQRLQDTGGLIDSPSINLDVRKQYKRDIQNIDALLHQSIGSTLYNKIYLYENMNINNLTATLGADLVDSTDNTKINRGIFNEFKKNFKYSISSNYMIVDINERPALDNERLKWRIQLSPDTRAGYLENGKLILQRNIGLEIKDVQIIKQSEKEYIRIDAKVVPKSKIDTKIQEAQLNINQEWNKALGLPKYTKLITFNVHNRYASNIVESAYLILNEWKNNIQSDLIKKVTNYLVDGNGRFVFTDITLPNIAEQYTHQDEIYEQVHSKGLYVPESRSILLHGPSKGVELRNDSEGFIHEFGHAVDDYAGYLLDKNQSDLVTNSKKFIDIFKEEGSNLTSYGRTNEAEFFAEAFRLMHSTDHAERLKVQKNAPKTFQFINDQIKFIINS
# VHR inh abs – DUSP3 (human) phosphatase inhibition | 290,000 tested, 0.52% active | P51452 | recombinant VHR phosphatase, pNPP absorbance | AID 1654 | inhibition, % at 13.3 µM; in the data active means inhibition above about 50%; further: some compounds called inactive have numbers as strong as hits
# SARS 3CLpro inh – SARS-CoV 3CLpro protease inhibition; P0C6X7; recombinant SARS-CoV 3CLpro, quenched FRET peptide cleavage; inhibition, % at 6 µM; 290,000 tested, 0.14% active; in the data active means inhibition above about 12%
# Vc quorum ag – inducers of Vibrio cholerae quorum light production without autoinducers; V. cholerae BH1578 lux reporter, luminescence, 6 h; activation, % at 18.7 µM; 350,000 tested, 0.16% active; AID 588436; in the data active means activation mostly above about 9.7%, no sharp cut-off; inconclusive means no clear call, values can overlap the other calls; inactive means mostly below about 3.7%; further: not every result past the cut was called active; inactives centre near 0; reference of the scale not given here
# Yp Topo-I inh – blocks Yersinia pestis topoisomerase I activity | activity, % at 10 µM | Y. pestis Topo-I cleavage product accumulation, plate reader | 360,000 tested, 0.064% active | AID 504884; in the data active means activity above about 50%, passing the limit was not always enough; inconclusive means no clear call, values can overlap the other calls; further: inactives centre near 2
# MazF activator – activators of E. coli MazEF toxin-antitoxin RNase; FAM/BHQ RNA-DNA oligo cleavage fluorescence, 5 h; activation, % at 20 µM; 350,000 tested, 0.32% active; in the data active means activation above about 50%
# Target sequence (P0AE70 whole entry, looked up): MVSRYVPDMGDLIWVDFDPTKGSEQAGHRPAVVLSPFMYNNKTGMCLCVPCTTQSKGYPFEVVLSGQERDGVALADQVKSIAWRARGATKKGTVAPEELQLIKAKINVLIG
# Rv3671c protease – inhibitors of M. tuberculosis serine protease Rv3671c; P9WHR9; inhibition, % at 5.96 µM; 320,000 tested, 0.048% active; in the data active means inhibition above about 38%;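 further: extracellular domain of Rv3671c used as enzyme; 0% = enzyme with DMSO and 100% = no enzyme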
# PfHsp40 rescue – rescue of PfHsp40-mediated yeast toxicity; 340,000 tested, 0.68% active; growth rescue, % at 12.5 µM; S. cerevisiae expressing PfHsp40, growth rescue, ATP luminescence; in the data active means growth rescue above about 28%, passing the limit was not always enough; inconclusive means no clear call, values can overlap the other calls;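 further: yeast W303a lacking pdr1 and pdr3 grown in galactose medium; growth measured after three days at 30 °C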
# SSB-PriA inh – K. pneumoniae PriA-SSBct interaction inhibition | AlphaScreen SSBct-PriA binding, biotinylated peptide | inhibition, % at 33 µM | 430,000 tested, 0.6% active | AID 1272365; in the data active means inhibition mostly above about 37%, no sharp cut-off; inactive means mostly below about 20%;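 further: plate controls were negative control peptide for no effect and reference peptide for full effect; strong numbers were not always called active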
# An asterisk follows results filed as active; i = inactive; ? = inconclusive; nt = not tested or not shown; & = joins results of further samples.
SMILES,TcdB inh,Anthrax LF inh2,VHR inh abs,SARS 3CLpro inh,Vc quorum ag,Yp Topo-I inh,MazF activator,Rv3671c protease,PfHsp40 rescue,SSB-PriA inh
Nc1cc(Br)c(N)c(Br)c1,nt,-2,10,-1,-2.1,-14,11,6,-0.5,24
CC(C)CC(=O)N1CCN(S(C)(=O)=O)CC1,nt,2,12,0,-0.3,6,-1,3,-1.5,-5
CCOC(=O)C1Sc2ccccc2NC1=O (stereo unspecified),2.3,0,22,3,-0.2,-1,1,-9,-0.1,-13
O=C(NCC1CCCO1)c1cc2c([nH]c3ccccc32)c(-c2cccc(Cl)c2)n1 (stereo unspecified),nt,-4,17,6,-0.3,2,-14,-118,0.7,-10
CCC(=O)NC(Nc1c(C)n(C)n(-c2ccccc2)c1=O)C(Cl)(Cl)Cl (stereo unspecified),0.3,-1,14,-11,-0.2,-1,-3,1,-0.2,-12
O=C1OCCC1Sc1nc2ccccc2s1 (stereo unspecified),nt,-9,10,3,i,5,8,1,-1.4,-4
COc1ccccc1/C=N/NC(=O)c1nnn(-c2nonc2N)c1CN(C)c1ccccc1,-0.5,-4,6,6,-0.3,-3,3,-20,-0.9,nt
O=P(O)(C(O)c1ccccc1)C(O)c1ccccc1 (stereo unspecified),0.2,-7,nt,nt,5.0,10,-4,6,-1.1,5
Cn1c(=O)c(C(=O)CN2CC(=O)Nc3ccccc32)c(N)n(Cc2ccccc2)c1=O,0.8,2,39,3,-0.5,7,6,-7,-1.6,-12
Cc1cc(C=C2C(=O)N(C)C(=S)N(C)C2=O)c(C)n1-c1ccncc1,0.8,nt,32,-4,-0.3,6,-3,-6,nt,0
CC1=C(C(=O)OCc2ccccc2)C(c2ccc3ccccc3c2)NC(=O)N1CCCCCC(=O)O (stereo unspecified),-3.2,nt,12,-2,nt,nt,4,-7,nt,12
Brc1ccc(OCCOc2cccc3cccnc23)cc1,0.9,-2,4,0,-0.2,28,-5,-3,1.6,0
CC(C)CN(C(=O)COc1cccc(-n2cnnn2)c1)C1CCS(=O)(=O)C1 (stereo unspecified),-0.4,0,24,-3,-0.2,-8,6,4,0.3,9
COC(=O)CC1C(=O)NCCN1C(=O)CSc1nnc(Nc2ccc(C)cc2)s1 (stereo unspecified),nt,-4,12,0,-5.6,-3,5,-5,-0.1,-3
CCN(C(=O)CN1CCN(c2ccc(OC)cc2)CC1)c1c(N)n(Cc2ccccc2)c(=O)[nH]c1=O,nt,-1,27,-2,i,1,1,0,-0.4,-19
Cc1ccccc1NC(=O)Cn1c(=O)n(Cc2ccccc2)c(=O)c2c(C)c(C)sc21,nt,0,7,-4,i,0,-6,1,-0.1,5
CC1CCCC(NC(=O)CSc2ncnc3ccccc23)C1C (stereo unspecified),2.0,nt,nt,nt,i,7,2,8,-2.0,-10
CC(=O)Nc1cccc(C(=O)N(Cc2ccccc2)Cc2ccccc2)c1,1.2,2,5,2,2.3,26,-4,-4,1.2,0
CCOc1cc(/C=N/NC(N)=O)cc(Br)c1OCc1ccccc1F,nt,-3,7,7,-0.6,8,5,-10,2.3,nt
COc1ccc(-n2c(Cc3cccn3C)nnc2SCC(=O)NC2CCCCC2)cc1,1.4,-5,25,1,0.4,8,-6,4,-0.3,nt
CC(=O)Nc1cccc(-c2ccnc3c2CC(C(=O)NCc2ccncc2)O3)c1 (stereo unspecified),0.9,-4,nt,nt,-0.8,0,nt,nt,nt,nt
CC(C(=O)N1CCCC1)N1CCN(S(=O)(=O)c2ccc(OC(F)(F)F)cc2)CC1 (stereo unspecified),1.5,-10,nt,nt,-0.5,-5,3,-9,-1.8,-11
Cc1cccc(/C=C2/Sc3ccc(C(=O)NCCCN4CCOCC4)cc3NC2=O)c1,-2.7,2,-7,1,-0.3,19,nt,-28,-0.7,nt
Cc1ccccc1-c1noc(-c2ccccc2C(=O)NCC2CCCO2)n1 (stereo unspecified),0.0,2,9,2,i,23,-2,-7,1.0,-14
COc1ccc(C(=O)NCC2CCCO2)cc1S(=O)(=O)NCc1ccc(Cl)cc1 (stereo unspecified),1.3,-6,nt,nt,-0.4,-3,1,nt,nt,nt
# Remaining list, next part:
SMILES,TcdB inh,Anthrax LF inh2,VHR inh abs,SARS 3CLpro inh,Vc quorum ag,Yp Topo-I inh,MazF activator,Rv3671c protease,PfHsp40 rescue,SSB-PriA inh
COc1cccc(C(=O)c2ccncc2C(=O)O)c1OC,0.8,-6,nt,nt,i,9,3,nt,nt,nt
COc1ccccc1CCC(=O)OCC(=O)NC1CCCCC1,2.6,1,10,0,0.6,-1,-12,1,-0.2,4
Cc1cccc(OCCNC(=O)CSc2ccc(C(F)(F)F)cc2[N+](=O)[O-])c1,nt,-1,-8,3,-0.3,-1,1,8,1.0,-3
Oc1ccc(Nc2nc(-c3ccccc3)nc3ccccc23)cc1,0.9,-4,10,-2,i,-9,14,6,-0.9,-5
O=C(Nc1ccc(S(=O)(=O)Nc2ncccn2)cc1)c1cccc([N+](=O)[O-])c1,-0.5,-4,nt,nt,-0.4,4,-3,nt,nt,nt
CC1(C)CC(=O)C2=C(C1)NC(=O)CC2c1ccc(N(CCC#N)CCC#N)cc1 (stereo unspecified),0.2,-1,6,-3,-0.4,-11,-3,-3,0.1,-6
Cc1cc(C)c2nc(-c3ccccn3)cc(C(=O)Nc3ccc(S(=O)(=O)Nc4onc(C)c4C)cc3)c2c1,nt,-3,40,8,-0.2,5,-1,-1,-0.6,19
CCOC(=O)C1(Cc2cccc(Cl)c2)CCCN(C(=O)CCOC)C1 (stereo unspecified),-0.2,0,-14,-9,-0.3,0,5,-2,-0.9,-16
CCCc1cc(=O)oc2cc(C)c(CN3CCCC3)c(O)c12,nt,-3,13,4,-0.6,3,7,-8,-0.9,-11
COc1ccc(CN2C(=O)c3ccccc3C2=O)cc1C(=O)Nc1ccccc1N1CCOCC1,4.5,0,45,-4,-0.5,-1,-10,15,1.0,-8
CCCCn1nc2cc(C(=O)NC3CCc4ccccc43)ccc2c1OCC (stereo unspecified),1.0,-8,-16,5,i,30,2,2,25,-6
CC(C)c1ccc(C(=O)Nc2ccc(S(=O)(=O)NC3=NCCCCC3)cc2)cc1,1.6,0,nt,nt,i,10,-6,nt,nt,nt
Cc1ccc(S(=O)(=O)Nc2cccc(S(=O)(=O)N3CCCC3)c2)cc1C,2.0,-2,nt,nt,-1.4,10,0,nt,1.2,3
Cc1occc1-c1nnc(SCC(=O)N2CCCC(C)C2)o1 (stereo unspecified),0.4,-2,nt,nt,2.0,19,4,-5,?,7
COc1ccc(-c2ccc(NC(=O)c3ccc(Br)o3)cc2)nn1,-1.3,-5,nt,nt,i,-3,-50,-14,4.0,-15
O=C1N=C(N2CCCCC2)S/C1=C\c1ccc(Br)cc1,-1.0,9,11,3,-0.6,1,9,-4,0.1,-14
COc1ccc(CCNC(=O)C(=O)NCCOc2ccccc2Cl)cc1OC,nt,-1,-4,-5,-0.2,4,-5,-9,0.0,0
Cn1cc(CN2CCC(n3nccc3NC(=O)c3ccc4c(c3)OCO4)CC2)cn1,3.2,-6,nt,nt,-0.5,0,4,nt,nt,nt
O=C(Cc1c(F)cccc1Cl)OCC(=O)N1CCN(c2ccccc2)CC1,0.8,-3,nt,nt,-5.9,26,1,3,0.8,-4
COc1ccc(C(=O)NCCCN2CCCC2=O)cc1S(=O)(=O)N1CCOCC1,-0.3,0,nt,nt,i,4,4,nt,nt,nt
CC(=O)c1c[nH]c(C(=O)NCC2CCCO2)c1 (stereo unspecified),nt,-3,-4,-2,-0.4,-1,2,6,-1.2,-16
CC(NS(=O)(=O)c1ccccc1)C(=O)Nc1ccc(S(N)(=O)=O)cc1 (stereo unspecified),nt,-7,35,1,0.9,-4,-2,6,-1.2,-1
O=C1CCCCC1C(O)(C(=O)c1ccccc1)c1ccccc1 (stereo unspecified),0.4,3,nt,nt,i,10,0,nt,nt,nt
COC(=O)c1c(C)[nH]c(C(=O)CC#N)c1C,0.3,-4,6,3,i,2,1,-15,0.9,-8&-10
CC(C)NC(=O)C(C)N1CCN(S(=O)(=O)c2ccc3ccccc3c2)CC1 (stereo unspecified),-0.3,10,10,2,1.1,0,-2,3,0.3,5
# Next records follow:
SMILES,TcdB inh,Anthrax LF inh2,VHR inh abs,SARS 3CLpro inh,Vc quorum ag,Yp Topo-I inh,MazF activator,Rv3671c protease,PfHsp40 rescue,SSB-PriA inh
Cc1ccc(NC(=O)Cn2nc(-c3ccccc3)nc2-c2ccccc2)c(C)c1,0.1,-1,28,5,i,2,-66,-11,0.9,-12
Cc1c(C(=O)NCc2ccc3c(c2)OCO3)sc(=O)n1Cc1ccc(S(=O)(=O)N(C)C)cc1,1.1,-6,nt,nt,i,-4,nt,nt,nt,nt
CC(=O)Nc1cccc(NC(=O)CSc2ccc(-c3cccnc3)nn2)c1,1.9,1,-11,6,3.2,3,-1,-2,-0.5,8
CC(=O)C(C)Oc1cc(C)cc2oc(=O)c(C)c(C)c12 (stereo unspecified),nt,-5,33,1,-0.1,3,2,-1,-0.4,-6
O=C(Nc1cccc(S(=O)(=O)N2CCCCC2)c1)c1ccccc1NS(=O)(=O)c1ccc(F)cc1,1.0,0,21,1,i,-5,2,-40,0.2,-9
O=C(NCc1cccs1)C1CCN(S(=O)(=O)c2cccs2)CC1,nt,-3,18,1,i,0,-16,2,-0.9,-14
COc1ccccc1CCNC(=O)Cc1cccs1,0.2,0,-24,0,-0.3,7,-5,8,0.0,-9
O=C(Nc1ccc(OCc2ccccc2)cc1)Nc1nnc([C@@H]2C[C@H](O)[C@@H](CO)O2)s1,3.4,-7,nt,nt,-0.3,9,nt,nt,nt,nt
COCCNC(=S)N1CCN(c2cccc(C(F)(F)F)c2)CC1,0.8,-6,12,3,i,3,6,-1,1.4,-14
CCn1cc(CN2CCCC(CNC(=O)COc3ccccc3OC)C2)c(C)n1 (stereo unspecified),-0.9,1,43,11,-2.1,-7,11,-2,-0.3,-1
COc1cccc(CNC(=O)CCc2ccc(OC)c(OC)c2)c1,3.7,7,6,-1,i,-1,5,-10,-1.6,-21
CC[C@]12c3[nH]c4ccc(Cl)cc4c3CCN1C(=O)[C@@H](CC(=O)NCc1ccc(OC)c(OC)c1)C[C@@H]2C(=O)N1CCN(C(=O)c2ccco2)CC1,2.3,1,nt,nt,i,26,4,nt,1.7,-5
C/C(=N\NC(=S)NCCc1ccccc1)c1ccc(Cl)cc1,nt,1,-10,2,i,40,-8,-25,0.2,nt
COc1c(F)c(F)c(C(=O)Nc2ccc(N3CCN(Cc4ccccc4)CC3)cc2)c(F)c1F,nt,-10,-10,5,-0.9,-9,-3,5,0.1,11
Cc1noc(C)c1C(=O)N(CC(=O)NC1CCCC1)Cc1ccccc1F,-0.2,2,27,-3,i,6,2,10,-0.2,-8
N#Cc1ccsc1NC(=O)CSc1ncn[nH]1,nt,0,3,2,i,-7,-1,-9,0.5,-6&-15
CCOc1ccc(NC2OCC(O)C(O)C2O)c([N+](=O)[O-])c1 (stereo unspecified),0.2,3,9,6,-1.9,4,11,-2,1.4,3
COc1ccc(NC(=O)CCNS(=O)(=O)c2cccc3nsnc23)cc1OC,-0.6,-1,-11,0,-0.5,0,1,-11,-1.3,1
CC(NC(=O)c1ccccc1)C(=O)N/N=C/c1ccccc1 (stereo unspecified),1.9,-1,3,-1,-0.3,-8,-5,8,-1.9,nt
Clc1cccc(-c2ccc3ncnc(NCc4cccs4)c3c2)c1,11*,-1,nt,nt,i,-2,-7,-75,2.1,-9

# Only part of the results is shown; rates above refer to the full screens.
